V1R ag counter: activates human V1a receptor in oxytocin agonist counter-screen; activation, % at 3 µM; CHO-V1R cells, Fluo-8 calcium fluorescence, agonist mode; 0% DMSO, 100% 3 nM vasopressin; P37288; 320,000 tested, 0.25% active;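 active = activation above the mean activation of all tested compounds plus 3 SD, per screening run, cut at about 20% in these data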;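 also: signal is peak over basal fluorescence ratio across a 100 second FLIPR read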
Target sequence (P37288 whole entry, looked up): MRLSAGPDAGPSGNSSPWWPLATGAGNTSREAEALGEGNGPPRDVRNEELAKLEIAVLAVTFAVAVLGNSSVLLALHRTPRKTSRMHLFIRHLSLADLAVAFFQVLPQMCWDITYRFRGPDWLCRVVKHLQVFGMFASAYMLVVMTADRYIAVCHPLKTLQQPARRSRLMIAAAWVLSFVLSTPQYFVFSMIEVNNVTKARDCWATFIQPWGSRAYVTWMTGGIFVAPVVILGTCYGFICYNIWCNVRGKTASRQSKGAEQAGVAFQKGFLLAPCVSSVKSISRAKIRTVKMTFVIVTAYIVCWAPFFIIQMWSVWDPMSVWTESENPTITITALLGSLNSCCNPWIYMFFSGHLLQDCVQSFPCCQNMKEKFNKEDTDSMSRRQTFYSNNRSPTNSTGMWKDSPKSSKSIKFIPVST
CHO parental Ca: signal in parental CHO cells, OX1R antagonist counter-screen; parental CHO-K1, ATP-induced calcium, Fluo-8 fluorescence; inhibition, % at 5.6 µM; 330,000 tested, 0.63% active; AID 463079;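 active = inhibition above that plate's mean sample inhibition plus 3 SD, cut at about 26% in these data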;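 also: 0% = ATP-challenged DMSO wells and 100% = DMSO wells without ATP; some compounds past the cut are filed as inactive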
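Test system: parental CHO cells; detection: calcium-sensitive Fluo-8 fluorescence; evaluation: percent inhibition of calcium signal; also added: ATP as calcium-mobilizing challenge; repeats: one well per compound; control set: ATP-challenged DMSO wells low, unchallenged DMSO wells high; compound: single nominal dose of 5.6 µM per compound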
OXTR potentiator: human OXTR potentiation | 320,000 tested, 0.061% active | activation, % at 3 µM | CHO-OTR cells, Fluo-8 calcium fluorescence, potentiator mode; 0% = oxytocin EC15, 100% = EC100;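 active = activation above that plate's cutoff, the mean activation of tested compounds plus 3 SD, cut at about 6.6% in these data, passing the limit was not always enough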;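 also: 100% uses oxytocin at 75 nM as the full agonist control; some results filed as inactive read as strong as hits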
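assay system = CHO-OTR cells, human receptor | schedule = compound 6 min at room temperature before oxytocin, 100 s read | detection = Fluo-8 intracellular calcium fluorescence, ex 470-495, em 515-575 nm | evaluation = normalized max/min fluorescence ratio, % activation | control set = EC15 oxytocin alone as 0%, 75 nM oxytocin (EC100) as 100%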
CHO-K1 Ca antag: M1 antagonist counterscreen hit in parental CHO-K1 cells | ATP-induced calcium, Fluo-8 fluorescence | inhibition, % at 3 µM | 360,000 tested, 0.6% active | AID 602250;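 active = inhibition above a per-plate cutoff, the plate's mean sample inhibition plus 3 SD, cut at about 24% in these data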;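 also: 0% = DMSO plus EC80 ATP and 100% = DMSO alone without ATP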
TAAR1 antagonist: human TAAR1 antagonism; AID 624466; CHO RD-HGA16 TAAR1, Fluo-8 calcium fluorescence, antagonist; inhibition, % at 3 µM; 360,000 tested, 1.5% active; Q96RJ0;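 active = inhibition above a per-plate cutoff, the mean inhibition of test compounds on that plate plus 3 SD, cut at about 49% in these data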;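 also: 0% = DMSO plus EC80 beta-PEA response and 100% = DMSO alone without agonist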
Target sequence (Q96RJ0 whole entry, looked up): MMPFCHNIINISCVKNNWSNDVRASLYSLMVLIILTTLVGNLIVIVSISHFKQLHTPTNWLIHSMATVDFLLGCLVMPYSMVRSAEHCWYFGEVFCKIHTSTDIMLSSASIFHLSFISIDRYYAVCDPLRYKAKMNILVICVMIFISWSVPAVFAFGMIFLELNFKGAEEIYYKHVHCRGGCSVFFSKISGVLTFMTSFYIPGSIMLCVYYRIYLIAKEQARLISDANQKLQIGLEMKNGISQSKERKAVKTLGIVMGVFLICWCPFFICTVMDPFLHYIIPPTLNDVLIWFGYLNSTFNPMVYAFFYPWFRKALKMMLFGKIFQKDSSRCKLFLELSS
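Test system – hTAAR1-expressing CHO RD-HGA16 cells, Gα16-coupled · Also added – β-PEA at EC80 concentration, post-compound challenge · Compound – 3 µM, single point · Incubation – dye loading 75 min at 37 °C, then 30 min room temperature · Measured by – Fluo-8 intracellular calcium dye fluorescence, real-time kinetic reads · Benchmarks – vehicle and agonist controls · Replicates – singlicate, one well per test compound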
M1 PAM parental: counter-screen for M1 PAMs: effect in parental CHO-K1 cells; ATP EC20, Fluo-8 calcium fluorescence; 0% at ATP EC20, 100% at ATP max; activation, % at 3 µM; 360,000 tested, 0.02% active;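 active = activation above the run cutoff, the mean activation of all test compounds plus 3 SD, cut at about 40% in these data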;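 also: peak over basal fluorescence ratio in a 140 s read after ATP addition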
M1 ag parental: M1 agonist counterscreen hit in parental CHO-K1 cells; activation, % at 3 µM; 360,000 tested, 0.48% active; AID 602248; Fluo-8 calcium fluorescence; scaled to maximal ATP response, vehicle zero; in the data active = activation above about 15%;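 also: untransfected CHO-K1 host cells lacking M1 receptor as counterscreen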
GPR7 antagonist: antagonists of human GPR7 (neuropeptides B/W receptor 1). GPR7-expressing cells, fluorescence antagonist assay. inhibition, % at 4.4 µM. 290,000 tested, 1.1% active. AID 1861; in the data active = inhibition above about 16%, passing the limit was not always enough;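 also: cells stimulated with the agonist NPW; 0% = agonist with vehicle and 100% = vehicle without agonist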
Target sequence (P48145 whole entry, looked up): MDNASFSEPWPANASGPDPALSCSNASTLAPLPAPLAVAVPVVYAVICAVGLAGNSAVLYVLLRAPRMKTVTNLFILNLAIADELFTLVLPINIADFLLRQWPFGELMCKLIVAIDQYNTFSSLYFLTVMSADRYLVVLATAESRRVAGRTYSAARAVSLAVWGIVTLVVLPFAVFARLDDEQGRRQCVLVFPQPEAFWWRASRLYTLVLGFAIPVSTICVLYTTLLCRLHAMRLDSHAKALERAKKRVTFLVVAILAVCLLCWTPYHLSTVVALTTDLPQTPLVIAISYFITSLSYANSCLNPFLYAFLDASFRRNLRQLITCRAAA
OXTR agonist: agonists of human oxytocin receptor; P30559; CHO-OTR cells, Fluo-8 calcium fluorescence; normalized: DMSO 0%, oxytocin 100%; AID 2435; 320,000 tested, 0.32% active; activation, % at 3 µM;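 active = activation above the mean of all tested compounds plus 3 SD, cutoff set per screening run, cut at about 20% in these data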;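 also: peak over basal fluorescence ratio from a 100 s FLIPR kinetic read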
The depositor's hits bear a star; · = no result given.

SMILES | V1R ag counter | CHO parental Ca | OXTR potentiator | CHO-K1 Ca antag | TAAR1 antagonist | M1 PAM parental | M1 ag parental | GPR7 antagonist | OXTR agonist
O=C(N/N=C(\c1ccccc1)c1cccnc1)c1ccc(O)cc1 | 0.9 | -11 | 3 | -3 | -27 | -11 | 0.2 | -17 | 0.0
CCOc1c(CNCCCSc2nc(C)cc(C)n2)cccc1OC | 1.7 | -21 | -11 | -18 | -12 | 26 | 2.7 | 1 | 0.5
NS(=O)(=O)c1ccc(NC(=O)COC(=O)CC2Sc3ccccc3NC2=O)cc1 (stereo unspecified) | 0.0 | -7 | -4 | -12 | 13 | 10 | 0.6 | · | 0.2
Cc1c(C(=O)Nc2ccc(S(=O)(=O)Nc3ncccn3)cc2)oc2ccc(F)cc12 | · | · | · | 3 | 11 | 4 | 1.4 | -13 | ·
CCOC(=O)c1c([N+](=O)[O-])c(C)[nH]c(=O)c1C#N | -0.3 | -2 | -4 | -7 | -13 | -5 | -0.1 | 1 | 0.9
COc1ccc(CCNC(=O)C2CCN(S(=O)(=O)c3ccc(SC)cc3)CC2)cc1 | 3.8 | 1 | -8 | -18 | -9 | 20 | 3.5 | 10 | 2.5
CC(=O)OCC1(C)CN(c2ccccc2)N(C(=O)c2ccc(C(C)(C)C)cc2)C1=O (stereo unspecified) | · | · | · | -15 | -7 | 28 | 1.0 | -8 | ·
Cc1cc(C)cc(NC(=O)CCNC(=O)c2ccc([N+](=O)[O-])cc2)c1 | · | · | · | -13 | -22 | 4 | 1.3 | -4 | ·
CN1CCN(C(=O)CCCN2C(=O)/C(=C/c3ccc(Cl)cc3)SC2=S)CC1 | 7.2 | -7 | -11 | -7 | · | 6 | 8.6 | · | 7.0
COC(=O)c1[nH]c2ccccc2c1NC(=O)CN1CCN(C(=O)c2ccco2)CC1 | 0.4 | -4 | 3 | 2 | -2 | 14 | 1.5 | -7 | 0.1
OC(COc1ccccc1)CN1CCN(c2cccc(Cl)c2)CC1 (stereo unspecified) | · | · | · | -15 | -34 | 16 | 1.2 | · | ·
CC(=O)c1c(C)cc(C)c(CSc2ccccn2)c1C | 0.4 | -5 | 2 | -7 | -6 | 0 | 0.3 | 6 | -1.4
O=C(CCSc1nnc(-c2ccncc2)o1)Nc1cccc(Cl)c1 | 3.5 | -4 | -3 | -14 | -7 | -2 | 5.2 | -1 | 5.8
COc1ccc(OCC(=O)Nc2ccc3c(c2)nc(CCN2CCCC2)n3C)cc1 | 0.8 | 9 | -3 | -20 | -3 | 30 | 1.7 | -10 | -0.9
OCCC1CN(C2CCSCC2)CCN1C1CCCC1 (stereo unspecified) | 0.4 | -10 | -4 | -6 | -15 | -7 | 0.4 | 8 | 0.3
Cc1cccc(NC(=O)CCN2C(=O)c3cccc([N+](=O)[O-])c3C2=O)c1 | -0.2 | -15 | -4 | -5 | -2 | 12 | 0.5 | -5 | -0.4
O=C(NC1CCCCC1)N1CCN(Cc2ccco2)CC1 | 1.4 | -1 | -10 | 6 | 11 | -7 | -0.4 | -10 | 1.1
O=C(Cn1c(=O)oc2ccccc21)N1CCN(S(=O)(=O)c2ccccc2)CC1 | -0.3 | -3 | -1 | -12 | -19 | 1 | 0.4 | · | -0.6
CNC(=O)N1c2ccccc2NC(=O)CC1C (stereo unspecified) | 0.5 | -1 | -5 | -3 | 0 | 0 | 0.5 | -5 | 0.7
Cc1csc(NC(=O)CSc2ccc([N+](=O)[O-])cn2)n1 | 0.5 | -6 | -4 | -3 | -23 | 18 | 16* | 1 | -0.8

Copied from the list.
Reading of OC(COc1ccccc1)CN1CCN(c2cccc(Cl)c2)CC1 (stereo unspecified) in M1 PAM parental: 16
Reading of OCCC1CN(C2CCSCC2)CCN1C1CCCC1 (stereo unspecified) in CHO parental Ca: -10
Reading of O=C(NC1CCCCC1)N1CCN(Cc2ccco2)CC1 in M1 ag parental: -0.4

Further entries.
SMILES | V1R ag counter | CHO parental Ca | OXTR potentiator | CHO-K1 Ca antag | TAAR1 antagonist | M1 PAM parental | M1 ag parental | GPR7 antagonist | OXTR agonist
Cc1cccc2nnc(-c3ccccc3)n12 | · | · | · | -23 | 5 | 27 | 0.3 | · | ·
Cc1cc(C(=O)N/N=C/c2ccc(-c3ccc([N+](=O)[O-])cc3C)o2)n[nH]1 | 1.7 | -12 | -1 | -21 | -26 | 8 | 0.9 | -14 | -0.9
O=c1cnnc(N/N=C/C2CC=CCC2)[nH]1 (stereo unspecified) | -0.6 | -4 | 0 | -4 | 11 | 9 | -0.1 | -11 | -1.1
Cc1cccc(C(=O)OCC(=O)NCCCc2ccccc2)c1 | -1.0 | -26 | -8 | -10 | 7 | 3 | -0.2 | -3 | -2.4
Cc1sc2ncnc(N3CCC(C(=O)N4CC(C)SC4=Nc4ccc(Cl)cc4)CC3)c2c1C (stereo unspecified) | · | · | · | -25 | -4 | 4 | 1.8 | · | ·
CCCn1c(SCC(=O)Nc2nc3ccccc3s2)nc2c1c(=O)n(C)c(=O)n2C | 0.5 | -24 | 2 | -6 | 3 | 18 | 0.0 | 3 | 0.0
CCCS(=O)(=O)N1CCC(C(=O)NCCc2ccc(C)cc2)CC1 | -0.8 | 6 | -11 | 12 | 7 | 3 | 1.7 | -15 | -0.7
O=C(Cc1ccc(Br)cc1)NCc1ccccc1 | -0.4 | 2 | -9 | -5 | -21 | -1 | 0.3 | 4 | -1.5
Cn1c(=O)c2c(ncn2Cc2ccccc2)n(C)c1=O | 2.4 | 0 | -6 | 0 | -7 | -7 | 0.6 | 10 | 1.0
Nc1nc(SCC(=O)N2CCOCC2)[nH]c(=O)c1-c1ccccc1 | 1.3 | -11 | -13 | 3 | 0 | 1 | 0.1 | -3 | 2.1
Cc1sc2ncnc(N[C@@H](Cc3c[nH]c4ccccc34)C(=O)O)c2c1C | 0.6 | 4 | -3 | 6 | -21 | 4 | 0.6 | -8 | 0.5
CCOc1ccc(NC(=O)CSc2nnc(CNC(=O)c3cccs3)o2)cc1 | 2.8 | -2 | -5 | -7 | 6 | 4 | 3.2 | -7 | 0.2
COc1cccc(C(c2sc3nc(C)nn3c2O)N2CCC3(CC2)OCCO3)c1 (stereo unspecified) | 0.4 | 8 | 1 | 4 | 20 | 19 | 0.2 | -5 | 0.3
CCN(C)C1CN(Cc2cn(Cc3ccc(C)cc3)nn2)S(=O)(=O)C1 (stereo unspecified) | · | · | · | -16 | -1 | 16 | 0.6 | · | ·
O=S(=O)(c1ccc2c(c1)nc1n2CCC1)N1CCOCC1 | 0.8 | -7 | 2 | -7 | 7 | 18 | 0.6 | -14 | 2.6
CC(=O)c1cccc(NC(=O)CC2SC(N3CCCCC3)=NC2=O)c1 (stereo unspecified) | 1.2 | -11 | -1 | 14 | -2 | -6 | 0.0 | 2 | 0.5
COc1cccc(CN2CC(C(=O)NC3CCC(O)CC3)CCC2=O)c1 (stereo unspecified) | 0.1 | 2 | -4 | 13 | -14 | 6 | 0.2 | -4 | 1.2
COC(=O)[C@@]12CCCCN1[C@H](c1ccc(-c3ccc(C(C)=O)cc3)cc1)[C@@H]1C(=O)N(C)C(=O)[C@@H]12 | 1.4 | -21 | -6 | -7 | 23 | -6 | 0.4 | · | 0.6
O=C(CN1C(=O)CCSc2ccccc21)Nc1ccccc1 | 0.7 | -14 | 2 | 7 | 9 | 1 | 1.0 | 11 | 0.6
N#Cc1ccc(C(=O)OCC(=O)N2CCCCCC2)cc1 | · | · | · | 17 | -4 | -15 | -0.4 | · | ·

Sorted by value in GPR7 antagonist (highest first): some entries from above.
molecule	GPR7 antagonist
O=C(CN1C(=O)CCSc2ccccc21)Nc1ccccc1	11
CCOc1ccc(NC(=O)CSc2nnc(CNC(=O)c3cccs3)o2)cc1	-7
Cc1sc2ncnc(N[C@@H](Cc3c[nH]c4ccccc34)C(=O)O)c2c1C	-8

The listing continues.
SMILES | V1R ag counter | CHO parental Ca | OXTR potentiator | CHO-K1 Ca antag | TAAR1 antagonist | M1 PAM parental | M1 ag parental | GPR7 antagonist | OXTR agonist
CCOC(=O)[C@]12CCC=C1N(Cc1cccc3ccccc13)C(=O)[C@H](CC(=O)NCc1ccc(C)o1)C2 | · | · | · | -13 | 4 | 6 | 0.0 | · | ·
N#Cc1nc(COc2ccc(Cl)cc2)oc1N1CCN(Cc2ccccc2)CC1 | 2.0 | -12 | -8 | -15 | -15 | 6 | 0.7 | 48* | 1.3
COc1ccc(NC(=O)CNC(=O)c2ccco2)cc1 | 0.0 | -9 | -11 | 18 | -5 | -4 | 0.0 | -4 | -0.2
CC(=O)Nc1cccc(C(=O)OCC(=O)NCc2cc(C)c(O)c(C)c2)c1 | 0.5 | -7 | -1 | -8 | 0 | 8 | 0.8 | · | -0.2
O=C(COC(=O)COc1cccc(F)c1)NCC1CCCCC1 | 1.0 | -1 | 5 | -1 | 2 | -4 | -0.6 | · | 0.1
O=C(CSC1=Nc2ccccc2C2=NC(c3ccccc3)C(=O)N12)NC1CCCCC1 (stereo unspecified) | 0.8 | -6 | -10 | -4 | -5 | 8 | -0.3 | 3 | -1.2
COc1ccc(/C=N/N2CCN(C3c4ccccc4-c4ccccc43)CC2)cc1OC | -0.1 | -25 | -4 | 4 | 13 | 5 | 0.0 | -5 | -2.2
O=C1CC[C@@H](O)CCN1CC[C@H](Sc1ccc(Br)cc1)c1ccccc1 | 2.0 | -22 | -9 | -10 | -2 | 15 | 0.8 | · | 2.5
CNC[C@H](Cc1ccccc1)NC[C@@H](Cc1cccc2ccccc12)NCCc1ccc(C)cc1 | 6.6 | 23 | -9 | 9 | 50* | -12 | 0.1 | 43* | 21*
CS(=O)(=O)N1CCN(c2ccccc2NC(=O)Cc2ccccc2)CC1 | 0.9 | -21 | -5 | -11 | -10 | 18 | 0.6 | 2 | 13
N#C/C(=C\c1ccc(OCc2ccccc2)cc1)C(=O)Nc1nc2c(s1)CCN(Cc1ccccc1)C2 | 1.0 | -9 | -5 | -7 | 4 | 3 | -0.2 | 14 | -0.9
O=C(Nc1ccccc1Cl)c1cc(S(=O)(=O)N2CCC3(CC2)OCCO3)ccc1F | · | · | · | -18 | -30 | 13 | 1.0 | · | ·
CCCC(C)c1nnc(NC(=O)CS(=O)(=O)Cc2ccccc2)s1 (stereo unspecified) | -0.9 | -8 | -8 | -1 | -8 | 3 | 0.1 | 4 | -0.4
Cc1ccc(C(=O)Nc2nnc(-c3ccc(C(C)(C)C)cc3)s2)cc1 | -0.1 | 8 | -16 | -9 | 5 | 19 | 0.3 | -8 | -0.2
CCN(c1cccc(C)c1)S(=O)(=O)c1cc2c3c(c1)CCC(=O)N3CCC2 | -1.2 | -10 | -10 | 4 | 3 | 17 | 1.8 | · | -1.2
COc1ccc(-c2cc(C(=O)N3CCN(c4ccccc4F)CC3)c3ccccc3n2)c(OC)c1 | 1.3 | -23 | 1 | 8 | 33 | -7 | 6.3 | -3 | 0.1
COC(=O)c1sc(=S)sc1C(=O)OC | 0.1 | -3 | 1 | -11 | -1 | 1 | -0.2 | 10 | -1.0
